# SNCA expr inh – Primary qHTS assay for inhibitors of alpha-synuclein gene (SNCA) expression; HEK-293 SNCA-luciferase knock-in, luminescence, 24 h; AID 1671194, 2021; actives 0.17% (n = 140,000); Potency, µM (series often up to 57.2 µM), without a hit: at the highest dose activity change, negative = inhibition, hits mostly inhibitors;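 note: potency is the fitted concentration of half-maximal effect; plate controls were DMSO cells for no effect and cell-free wells for full effect; nearly all actives have a fitted effect of over 45% in size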
# Luciferase inh – Firefly luciferase inhibition profiling of diverse chemical library using quantitative high-throughput screening; Luciferin 4-monooxygenase (Photinus pyralis), P08659; purified P. pyralis luciferase, luminescence, biochemical; Potency, µM (top dose mostly 115 µM), for the others: at the highest dose activity change, negative = inhibition, hits mostly inhibitors; actives 2.5% (n = 76,000); AID 1347043, 2019; note: potency is the fitted concentration of half-maximal effect; nearly all actives have a fitted effect of over 65% in size
# Target sequence (P08659 whole entry, looked up): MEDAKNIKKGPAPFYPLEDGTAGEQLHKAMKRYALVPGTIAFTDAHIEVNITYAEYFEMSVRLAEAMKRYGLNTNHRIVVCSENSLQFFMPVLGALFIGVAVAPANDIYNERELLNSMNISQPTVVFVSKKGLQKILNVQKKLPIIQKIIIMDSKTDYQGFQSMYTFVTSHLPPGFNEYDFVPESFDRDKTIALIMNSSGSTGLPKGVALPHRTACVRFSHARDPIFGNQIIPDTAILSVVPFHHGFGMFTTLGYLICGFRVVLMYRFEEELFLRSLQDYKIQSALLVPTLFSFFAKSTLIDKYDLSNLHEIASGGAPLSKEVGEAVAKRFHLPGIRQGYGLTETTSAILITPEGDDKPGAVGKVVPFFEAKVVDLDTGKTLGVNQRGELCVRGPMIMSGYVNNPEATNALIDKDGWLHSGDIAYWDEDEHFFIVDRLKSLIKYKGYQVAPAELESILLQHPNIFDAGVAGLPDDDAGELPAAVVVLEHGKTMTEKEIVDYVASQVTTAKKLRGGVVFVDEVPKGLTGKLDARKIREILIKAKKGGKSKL
#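 Biochemical qHTS: compound (6-point titration) added to 10uM D-luciferin plus 10uM ATP in Tris acetate pH 7.5 buffer with Mg, Tween-20 and BSA, then purified enzyme at 10nM; light output imaged.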
# 3T3 cytotox – Cytotoxic Profiling in NIH 3T3 Cell Line of Diverse Libraries Using Quantitative High-Throughput Screening | AID 1345082, 2018 | actives 4.3% (n = 94,000) | Potency, µM (top dose mostly 96.7 µM), inactives show at the highest dose activity change, negative = cytotoxicity, most hits filed as inhibitors | NIH 3T3 viability, CellTiter-Glo ATP luminescence, 48-72 h; note: potency is the fitted concentration of half-maximal effect; nearly all actives have a fitted effect of over 55% in size
#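 Cytotoxicity is measured as loss of cellular ATP: NIH 3T3 cells (400/well) are exposed to compound for 48 or 72 hr at 37 °C, then CellTiter-Glo luminescence is imaged after 10 min at room temperature.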
# IP6K1 inhibitor – Primary qHTS assay for small molecule inhibitors of Inositol hexaphosphate kinase 1 (IP6K1). IP6K1 kinase, ADP-Glo luminescence, 2 h; active compounds read low. actives 0.81% (n = 140,000). AID 1645851, 2021. Inositol hexakisphosphate kinase 1 (Homo sapiens), Q92551. activity change, % (series mostly up to about 58 µM); in the data active = activity change below about -25%
#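 ADP-Glo luminescence measures ADP made by human IP6K1 during a 2 h RT reaction with ATP/IP6 (mix at 1.3 mM/130 uM); top library doses 57.5 and 19.1 uM final.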
# GPT2 inhibitor – Primary qHTS assay for inhibitors of Glutamate pyruvate transaminase 2 (GPT2); Potency, µM (top dose mostly 57.7 µM), for inactives: top-dose activity change, negative = inhibition, hits mostly inhibitors; actives 0.25% (n = 100,000); Recombinant GPT2, coupled pyruvate oxidase/HRP Amplex Red fluorescence; note: potency is the fitted concentration of half-maximal effect; nearly all actives have a fitted effect of over 60% in size; many of its hits are not listed in these tables
# Target sequence (Q8TD30 whole entry, looked up): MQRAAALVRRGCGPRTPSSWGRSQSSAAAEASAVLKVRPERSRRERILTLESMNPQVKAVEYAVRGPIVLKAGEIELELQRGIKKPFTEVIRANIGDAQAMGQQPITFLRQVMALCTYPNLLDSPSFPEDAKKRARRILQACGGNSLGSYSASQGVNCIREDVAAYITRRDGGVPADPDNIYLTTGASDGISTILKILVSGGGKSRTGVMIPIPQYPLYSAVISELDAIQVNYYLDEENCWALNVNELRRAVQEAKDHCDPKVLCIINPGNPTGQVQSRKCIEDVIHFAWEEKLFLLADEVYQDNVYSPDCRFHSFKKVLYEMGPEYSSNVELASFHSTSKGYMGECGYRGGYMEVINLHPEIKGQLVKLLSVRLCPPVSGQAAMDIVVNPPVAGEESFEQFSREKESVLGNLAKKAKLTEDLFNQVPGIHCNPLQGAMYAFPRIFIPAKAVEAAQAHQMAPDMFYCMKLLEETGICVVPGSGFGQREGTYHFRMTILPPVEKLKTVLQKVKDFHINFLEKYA
#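 Fluorescence of coupled pyruvate oxidase/HRP/Amplex Red system (50uM Amplex, 30 min, dark) reports pyruvate formed by GPT2. Enzyme reaction: 10ng/uL GPT2, 2mM L-alanine, 250uM a-KG, 30 min room temperature, pH 7.5; 50uM AOA control.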
# HEK293 viab – GF-AFC viability counterscreen for inhibitors of alpha-synuclein gene (SNCA) expression. actives 0.12% (n = 150,000). Potency, µM (titrated, usually from 57.1 µM), inactives show at the top dose activity change, negative = cytotoxicity, hits mostly cytotoxic. HEK-293-SNCA-luc viability, GF-AFC fluorescence, 24 h;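 note: potency is the fitted concentration of half-maximal effect; 0% = DMSO-treated cells and -100% = medium-only wells without cells; nearly all actives have a fitted effect of over 30% in size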
#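 Cytotoxicity counterscreen: after 24 h compound treatment of genome-edited SNCA-luciferase HEK-293 cells, live-cell protease substrate GF-AFC read by fluorescence after 30 min; activity scaled between DMSO (0%) and medium-only (-100%), curves Hill-fitted.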
# HEK293 tox – Cytotoxic Profiling in HEK 293 Cell Line of Diverse Libraries Using Quantitative High-Throughput Screening; Potency, µM (top dose mostly 115 µM), without a hit: top-dose activity change, negative = cytotoxicity, actives largely listed as inhibitors; HEK 293 viability, ATP luminescence (CellTiter-Glo), 48-72 h; actives 6.6% (n = 94,000); note: potency is the fitted concentration of half-maximal effect; nearly all actives have a fitted effect of over 60% in size
#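 Luminescence from cellular ATP, measured with CellTiter-Glo, indicates HEK 293 viability. Cells plated at 250 cells/well are treated with compound for 48 or 72 hr at 37 degree Celsius before reagent addition.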
# Active calls of the source: *; i = inactive; ? = inconclusive; nt = not tested or not shown; [ ] = remark or other dose. Unless noted, calls come from the whole dose curve; as a rule, active = well fitted curve in the direction sought with a large enough effect; inconclusive = small, poorly fitted or top-dose-only effect, or another doubt; inactive = no such curve, though single readings can be large; an effect the other way counts as inactive or inconclusive. Unless noted, % is set by controls: 0 for no effect and ±100 for the full control effect. Some of the compounds tested; rates above refer to the full screens.
SMILES,SNCA expr inh,Luciferase inh,3T3 cytotox,IP6K1 inhibitor,GPT2 inhibitor,HEK293 viab,HEK293 tox
CN1CCC(N[C@H]2[C@H](O)[C@H](O)C[C@@H]2c2ccc(N3CCOCC3)nc2)CC1,15%[87.6 µM],0%[172 µM],-2%[138 µM],1,-9%[88.5 µM],8%[87.6 µM],-1%[172 µM]
O=C(c1ccsc1)N1CCCn2cc(-c3ccc4c(c3)OCO4)nc21,78%[activator],?,i,-4,-6%,2%,?
CC(C)OCCCNC(=O)C1N(C(C)C)C(=O)C12CCCC2 (stereo not given),17%,-13%,-15%,-1,?,8%,2%
Cc1ccc(NC(=O)N2CCC(CCNC(=O)C(C)C)CC2)cc1,54%[activator],?,i,-7,i,9%,10%
COc1ccc(N2C(=O)CSC23C(=O)N(Cc2ccccc2F)c2ccccc23)cc1Cl (stereo not given),?,nt,nt,1,nt,-20%,nt
O=C(NC1CCCCC1)NC1CCc2nnc(C3CC3)n2CC1 (stereo not given),-7%,4%,-2%,-11,-7%,5%,1%
Cc1ccccc1CS(=O)(=O)Cc1ccc(C(=O)NCCc2ccc(Cl)cc2)o1,?,nt,nt,1,nt,-28%,nt
CC(C)N1C[C@H](O)C[C@H]1c1nnc2n1CCN(C(=O)C1CCC1)CC2,-1%,-4%,i,0,i,4%,0%
O=C(NCc1ccccc1)C1CCCN1Cc1ccc(-c2cncnc2)cc1 (stereo not given),-21%,nt,-21%,-3,-3%,-5%,?
CNC(=O)c1cc(C2CC2)nc2c1c(C1CCN(C(=O)C3CCCC3)CC1)nn2C,nt,nt,-7%,-9,nt,nt,i
O=C(CCn1cccn1)Nc1cccc(C(F)(F)F)c1,12%,nt,nt,-13,nt,10%,nt
CN1CCN(Cc2ccc(Nc3cnc4ccc(N5CCOCC5)nn34)cc2)CC1,?,9%[172 µM],-31%[138 µM],6,?,0%[87.6 µM],?
Cc1ccc(NC(=O)Cn2nnc(-c3ccccc3)n2)c(C)c1,6%,nt,nt,18,nt,-3%,nt
O=C(c1cn2cc(-c3ccccc3Cl)n(CC3CC3)c(=O)c2n1)N1CCCCC1,-5%,1%,-29%,6,4%,-8%,?
COCCNC(=O)c1ccc2c(c1)N(Cc1cccc(Cl)c1)C(=O)c1ccccc1S2=O (stereo not given),21%,nt,nt,-17,nt,?,nt
c1ccc([C@@H]2CN(Cc3ccncc3)C[C@H]2COc2cccnc2)nc1,-5%,-2%,-12%,8,3%,0%,?
O=C(NCCc1ccccc1)C1CCc2ncc(-c3ccsc3)n2C1 (stereo not given),-13%,4%,?,4,-22%,-16%,?
COc1ccc(-n2nc3c(N4CCCC(C(=O)NCCc5ccccc5C)C4)nnc(C)c3c2C)cc1 (stereo not given),?,nt,nt,12,nt,?,nt
CNC(=O)CCn1ncc2cc(OC3CCc4cccc(-c5ccnc(OC)c5)c43)ccc21 (stereo not given),-3%,1%,?,-13,i,-6%,?
Cc1nc2c(c(-c3ccc(O)cc3)n1)CN(Cc1cccc3ccccc13)CC2,17%,-9%,?,-5,-14%,14%,?
CC(C)c1ccc(C(=O)N2CCC[C@H]2c2nc(-c3ccccc3)no2)cc1,-16%,-16%,?,14,-10%,3%,?
COc1ccc(-c2noc(C(=O)O)c2[C@@H](C)NC(=O)c2ccccc2)cc1,-3%[87.6 µM],-1%[172 µM],i,18,-16%[88.5 µM],11%[87.6 µM],4%[172 µM]
COc1cc(CCC(=O)NC2CCc3nn(CC4CC4)c(=O)n3CC2)on1 (stereo not given),17%,-13%,-31%,-11,2%,6%,-10%
O=C(c1cccc(Cl)c1)N1CCCC(C(=O)N2CCCC(c3nc4ncccc4[nH]3)C2)C1 (stereo not given),-5%,nt,-24%,33,-16%,3%,-10%
COc1ccccc1Cn1c(=O)c(C(=O)N2CCN(C(=O)Cc3cccc(Cl)c3)CC2)nc2cccnc21,10%,nt,?,-7,3%,-3%[12.5 µM],?
O=C1NCC2(CCN([S+](=O)([O-])c3cccc(C(F)(F)F)c3)CC2)Oc2ccccc21,-6%,4%,-19%,12,-13%,7%,?
CN(C)C[C@@H]1CN(c2ncccn2)C[C@H]1NC(=O)c1cc(Cl)ccc1F,-3%,2%,2%,6,i,-5%,3%
CC(=O)NCCCC(=O)N1CCC2(CC1)CC(NC(C)=O)c1ccccc1O2 (stereo not given),?,nt,i,0,-10%,5%,-4%
COc1cccc(Cn2cc(C(=O)c3ccccc3)c(=O)c3cc4c(cc32)OCO4)c1,-13%,nt,nt,-5,nt,?,nt
O=C(NC1CCCCCC1)c1ccc2nc(-c3ccccn3)oc2c1,66%[activator][87.6 µM],nt,?,16,-1%[88.5 µM],9%[87.6 µM],?
CCc1ccc(N(CC)C(=O)c2cc3c(=O)oc4ccc(C)cc4c3s2)cc1,?,nt,nt,-1,nt,5%,nt
CC(C)C(=O)N1CCC(c2nc(C3CCOCC3)no2)C1 (stereo not given),20%,-5%,1%,0,0%,5%,7%
Cc1noc(C)c1C(=O)N1CCCCCCn2c(nnc2-c2ccc(F)cc2)CC1,7%,-17%,-24%,0,-3%,-22%,-3%
O=[S+]1([O-])NCC2(CCCN(Cc3c(F)cccc3F)C2)Oc2ncccc21 (stereo not given),?,nt,i,-7,-4%,4%,i
CCC(C(=O)Nc1cc(-c2nc3cccnc3s2)ccc1C)c1ccccc1 (stereo not given),180%[activator],nt,nt,-1,nt,10%,nt
O=C(COc1cccc(Cl)c1)N1CCC(c2nc3ccccc3s2)CC1,1%,nt,nt,-13,nt,2%,nt
CCCN(CCC)C(=O)Cn1c(=O)n(Cc2ccc(C(=O)NCCc3ccc(OC)c(OC)c3)cc2)c(=O)c2ccccc21,21%,nt,nt,13,nt,36%,nt
CC(C)CCN1C(=O)CC[C@]2(C(=O)NC3CC3)CCCC[C@@H]12,-2%,2%,4%,-1,i,-8%,5%
CC(C)[N+](C)(C)CC(O)COc1cccc2ccccc12 (stereo not given),33%[25.6 µM],nt,nt,9,?,45%[23.9 µM],nt
CCOc1ccc(C(=O)Nc2cccc(OCc3cc(=O)n4cc(C)sc4n3)c2)cc1,14%,nt,nt,-9,nt,-21%,nt
COc1ccc(NC(=O)C(C)(C)Oc2nn(CC3CC3)c3ccc(CN4CCCC4)cc23)cc1,4%,-3%,?,1,3%,-24%,?
O=C1CCCCCN1C1CCN(Cc2ccccc2C(F)(F)F)CC1,-15%[87.6 µM],-10%[172 µM],?,9,i,-17%[87.6 µM],79µM*
Fc1ccc2cnc(N3CCC(N[C@H]4C[C@@H]5OCC[C@H]45)CC3)nc2c1,99%[activator],0%,-28%,44,i,-1%,-25%
Cc1cccc(NC(=O)c2sc3nc4c(cc3c2N)CN(Cc2ccccc2)CC4)c1,58%[activator],nt,nt,-7,nt,2%,nt
Cc1ccc(-c2cc(C(=O)N(Cc3ccc(C(C)(C)C)cc3)Cc3ccco3)no2)cc1,-7%,nt,nt,10,nt,-1%,nt
O=c1cc(N2CCOCC2)oc2c(N3CCOCC3)nccc12,30%[activator][87.6 µM],-9%[172 µM],40µM*,3,i,-14%[87.6 µM],?
Nc1ccc(C(=O)N2CC3CC(CN(Cc4ccccc4)C3)C2)cc1,-53%[25.6 µM],nt,nt,16,1%,-16%[23.9 µM],nt
COC(=O)[C@H](c1ccccc1Cl)N1CCC2SC(=O)C=C2C1 (stereo not given in full),nt,nt,nt,-14,i,3%,nt
COc1ccc(C2=NOC3(CCN(Cc4cccc5ccccc45)C3)C2)cc1 (stereo not given),-8%,-5%,-22%,7,-24%,-9%,?
Cn1c(=O)c2nc3ccc(NC(=O)C(F)(F)F)cc3nc2n(C)c1=O,57%[activator],nt,nt,18,nt,?,nt

# Of the compounds above, these contain a thiophene ring, fused or not.
SMILES,SNCA expr inh,Luciferase inh,3T3 cytotox,IP6K1 inhibitor,GPT2 inhibitor,HEK293 viab,HEK293 tox
O=C(c1ccsc1)N1CCCn2cc(-c3ccc4c(c3)OCO4)nc21,78%[activator],?,i,-4,-6%,2%,?
O=C(NCCc1ccccc1)C1CCc2ncc(-c3ccsc3)n2C1 (stereo not given),-13%,4%,?,4,-22%,-16%,?
CCc1ccc(N(CC)C(=O)c2cc3c(=O)oc4ccc(C)cc4c3s2)cc1,?,nt,nt,-1,nt,5%,nt
Cc1cccc(NC(=O)c2sc3nc4c(cc3c2N)CN(Cc2ccccc2)CC4)c1,58%[activator],nt,nt,-7,nt,2%,nt

# Continued.
SMILES,SNCA expr inh,Luciferase inh,3T3 cytotox,IP6K1 inhibitor,GPT2 inhibitor,HEK293 viab,HEK293 tox
CC(C)Oc1ccc(C(=O)Nc2nc3c(s2)CC(C(C)(C)C)CC3)cc1 (stereo not given),11%,nt,nt,10,nt,1%,nt
CCOc1ccc(-c2nc(CSCC(=O)NCc3ccc(Cl)cc3)c(C)o2)cc1,?,nt,nt,-19,nt,1%,nt
Cc1cc(=O)n(CC(=O)N2CCN(c3ccc(F)cc3)CC2)c(N2CCc3ccccc3C2)n1,-16%,7%,-7%,8,5%,-12%,?
Cc1cccc(-c2ocnc2C(=O)N2CCCOCCNC(=O)CC2)c1,-8%,-9%,?,-7,-10%,3%,-14%
CN(C)CCNC(=O)c1n[nH]c2c1CN(C(=O)c1cc(F)ccc1Cl)CC2,?,-2%,i,-14,-1%,2%,5%
CN1C(=O)CCC2(CNC(=O)C3CCOCC3)CCC=C12 (stereo not given),6%,4%,i,5,i,-2%,i
CCC1=C(C(=O)OC)C(c2cccc(OC)c2OC)N2C(CC(=O)NC3CC3)=CSC2=N1 (stereo not given),-16%,-1%,-9%,14,-4%,-12%,-1%
CCOC(=O)c1ccccc1NC(=O)CSc1ncc2c(n1)-c1ccccc1N(CC)S2(=O)=O,32%[activator],nt,nt,28,nt,-14%,nt
COc1cccc(C(=O)NC2CCN(Cc3cccc(-c4ccc(SC)cc4)c3)CC2)c1,nt,nt,-15%,-14,nt,nt,-13%
CC(C)(C)NCC(O)c1cc(O)cc(O)c1 (stereo not given),2%,nt,nt,-6,-21%,?,nt
CS(=O)(=O)N1CCCC1c1noc(CCC(=O)NCc2ccncc2)n1 (stereo not given),2%,5%,i,5,i,6%,11%
C#CCNC(=O)C1CCc2nnc(CNC(=O)c3ccc(Cl)cc3Cl)n21 (stereo not given),-8%,nt,2%,12,i,-2%,i
O=C1CCN(S(=O)(=O)c2ccccc2)CCCN(C(=O)c2ccsc2)CCN1,31%[activator],-7%,-8%,2,2%,1%,-1%

# Assay outcomes: PubChem, National Center for Advancing Translational Sciences (NCATS)
